Screening data (PubChem)
MgcRacGAP inhibition: MgcRacGAP GTPase-activating activity inhibitors, confirmation, biochemical, ADP Hunter fluorescence. MgcRacGAP-stimulated Rac1 GTP hydrolysis, ADP Hunter fluorescence; higher % means a stronger effect; GST-tagged Rac1 F28L mutant substrate. AID 624330. actives 0.6% (n = 340,000). inhibition, % at 30 µM, or IC50 in µM where a hit was titrated;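 active = first-screen hits whose inhibition reached a set limit at any dose in the follow-up dose series; inconclusive = inhibition above the set first-screen limit but never retested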;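 note: fluorescence reports GDP produced by GAP-driven GTP hydrolysis; strong numbers were not always called active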
UTI89 phage lysis: protection from phage-mediated lysis, alamar blue read-out – E. coli UTI89, K1F phage, bacterial capsule biogenesis inhibitors (AID 488966); actives 0.02% (n = 340,000); E. coli UTI89 K1F phage lysis, alamar blue, 2 h; higher % means a stronger effect; inhibition, % at 100 µM; hits with a dose series show IC50 in µM;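 active = phage lysis inhibition, versus mean bacterial control, above a set limit; inconclusive = no clear call, values can overlap the other calls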;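 note: capsule biogenesis inhibitors block K1F phage lysis so surviving cells raise fluorescence; higher fluorescence means more inhibition of phage lysis; actives were called in the ten point dose series up to 300 µM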
SV40 large T antigen: SV40 large T antigen inhibitors, biochemical (AID 1903). SV40 large T antigen ATPase/helicase inhibition assay; higher % means a stronger effect. inhibition, % at 20 µM; hits with a dose series show IC50 in µM. actives 0.39% (n = 310,000); in the data active = a potency from the dose series; inconclusive = inhibition mostly from about 32% at the one dose, without a potency; inactive = the rest, 99 in 100 with inhibition below about 32%; note: strong numbers were not always called active
GPR35 arrestin U2OS: inhibition of zaprinast-stimulated GPR35 beta-arrestin translocation – imaging, U2OS, beta-arrestin-GFP, zaprinast agonist, primary screen (AID 2058) | U2OS GPR35 beta-arrestin-GFP translocation imaging, zaprinast antagonism; higher % means a stronger effect | one-dose inhibition, % at 10 µM; IC50 in µM for titrated hits | actives 0.052% (n = 290,000);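 active = inhibition of at least 50% with at least 30 cells and total cytoplasm GFP at most 10,000,000; inconclusive = under 30 cells or total GFP of 10,000,000 plus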
NS5 inhibitors: Dengue-2 NS5 methyltransferase inhibitors, primary screen, biochemical, confirmation dose response (AID 588689). inhibition, % at 25 µM; hits with a dose series show IC50 in µM. Dengue-2 NS5 methyltransferase capping enzyme assay, biochemical; higher % means a stronger effect. actives 0.3% (n = 340,000); in the data active = a potency from the dose series; inconclusive = inhibition above about 29% without an active follow-up result
PhoP inhibition: PhoP-dependent GFP reporter repression – Salmonella Typhimurium, primary screen (AID 1863); S. Typhimurium PhoP-regulated promoter GFP reporter, 4 h; higher % means a stronger effect; actives 0.16% (n = 300,000); inhibition, % at 50 µM, or IC50 in µM where a hit was titrated;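 active = inhibition over 29.93%, a cutoff 3 SD above the screen mean, later confirmed by dose response; inconclusive = inhibition over 29.93% but no dose response follow-up; inactive = inhibition at most 29.93% or unconfirmed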;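 note: 0% = low Mg2+ inducing control and 100% = high Mg2+ repressing control; strong numbers were not always called active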
RSV antiviral HEp-2: RSV antiviral activity via CPE protection, HEp-2 cells, primary 10 µM value included (AID 2391). CPE inhibition, % at 10 µM, or IC50 in µM where a hit was titrated. HEp-2 cells, RSV-induced CPE inhibition; higher % means a stronger effect. actives 0.13% (n = 310,000); in the data active = a potency from the dose series; inconclusive = CPE inhibition mostly from about 23% at the one dose, without a potency; inactive = the rest, 99 in 100 with CPE inhibition below about 21%; note: strong numbers were not always called active
GPR55 antagonists: inhibition of LPI-stimulated GPR55 beta-arrestin translocation – imaging, U2OS, beta-arrestin-GFP, LPI agonist, primary screen (AID 2013). U2OS GPR55 beta-arrestin-GFP translocation imaging, LPI antagonism; higher % means a stronger effect. one-dose inhibition, % at 10 µM; IC50 in µM for titrated hits. actives 0.13% (n = 290,000);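 active = spots per cell inhibited over 60%, with over 100 cells counted and total cytoplasm intensity under 500,000; inconclusive = wells with under 100 cells, flagged as likely toxic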;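 note: U2OS cells stably carrying GPR55 and arrestin-GFP stimulated by 5 µM LPI near EC80; imaged beta-arrestin-GFP aggregate spots per cell after agonist stimulation; plate controls were LPI-stimulated DMSO wells for no effect and DMSO wells without LPI for full effect; some results filed as inactive read as strong as hits; confirmed hits need IC50 under 10 µM and bright autofluorescent wells are also inconclusive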
HIV peptide binding: cell-free HIV fusion peptide-binding blockers – biochemical, uHTS, fluorescence dequenching, primary screen (AID 1986); cell-free peptide binding, fluorescence dequenching, 30 min; higher % means a stronger effect; actives 0.3% (n = 290,000); inhibition, % at 20 µM; hits with a dose series show IC50 in µM; in the data active = inhibition mostly above about 52%, no sharp cut-off; inactive = mostly below about 76%; note: some results filed as inactive read as strong as hits
NS5 inhibitors pilot replicate: also measured in NS5 inhibitors; calls as there; inhibition, %; measured here: pilot screen replicate inhibition
* hit, by the source's call; ? = inconclusive; / = not tested or not shown; [ ] = remark or other dose.

SMILES	MgcRacGAP inhibition	UTI89 phage lysis	SV40 large T antigen	GPR35 arrestin U2OS	NS5 inhibitors	PhoP inhibition	RSV antiviral HEp-2	GPR55 antagonists	HIV peptide binding	others
COC(=O)C1ON2OC(C(=O)OC)C(C(=O)OC)C2C1CC(C)=O (centres undefined)	9%	0.4%	6%	6%	-1%	-3%	-1.0%	6%	0.6%
CCCCn1c(N)nc2ccccc21	2%	0.2%	1%	16%	-2%	43%	1.6%	3%	0.8%
COc1cc(S(=O)(=O)NCc2ccccc2Cl)ccc1-n1cnnn1	3%	-0.4%	0%	-2%	-13%	-1%	5.1%	3%	-0.8%
O=C(NNS(=O)(=O)c1ccc(F)cc1)c1ccccc1	8%	0.3%	25%	25%	-7%	-2%	-0.4%	4%	1.2%
CN(c1ccccc1)S(=O)(=O)c1ccc(C(=O)NNC(=O)c2ccccc2F)cc1	4%	0.0%[50 µM]	/	/	5%	/	1.3%	/	/
CCOC(=O)[C@H]1[C@H]2COc3ccc(Br)cc3[C@H]2N2C(=O)CNC(=O)[C@@]12C	15%	0.2%	/	/	4%	/	2.0%	/	/
O=C(c1c(F)cccc1F)N1CCC(n2nnc3cc(C(F)(F)F)ccc32)CC1	3%	0.2%	-14%	5%	-12%	4%	14%	0%	1.8%
N/C(COc1ccc(Cl)cc1Cl)=N\NS(=O)(=O)c1ccccc1	8%	-0.1%	4%	4%	-5%	14%	2.9%	28%	1.3%
COc1ccccc1N1CCN(C(=O)CCC(=O)Nc2nnc(C(C)C)s2)CC1	8%	0.3%	9%	13%	-20%	-10%	0.5%	10%	0.9%
O=C(c1ccc(-n2cncn2)c([N+](=O)[O-])c1)N1CCN(S(=O)(=O)c2c(F)cccc2F)CC1	7%	0.8%[50 µM]	9%	/	-1%	-6%	1.9%	/	/
Cc1cc(C(=O)c2cnc(/N=C/N(C)C)s2)cc(C)c1O	108µM*	2.4%	?	6%	-4%	-6%	1.0%	9%	-3.2%
CCC(C)C(=O)Nn1c(C2CC2)nc2cc(OC)c(OC)cc2c1=O (centres undefined)	-2%	0.1%	10%	11%	0%	-3%	4.0%	3%	1.5%
COc1ccc(NS(=O)(=O)c2ccc(N/N=C(\C)c3ccncc3)c([N+](=O)[O-])c2)cc1	8%	5.5%	9%	2%	-1%	3%	7.6%	-34%	-3.1%
COc1cc(S(=O)(=O)n2cnc(C)c2)ccc1Cl	-2%	0.0%	22%	-16%	-5%	3%	-2.0%	-2%	-0.3%
COc1ccccc1/C=C/C=NC1C(=O)N(c2ccccc2)[N+](C)=C1C (centres undefined)	8%	2.0%	19%	-4%	-1%	-1%	/	11%	-1.0%
COC(=O)c1sccc1NC(=S)Nc1ccc(F)cc1	6%	0.4%[50 µM]	22%	-10%	-8%	3%	2.9%	11%	0.0%
O=C(COc1cc(Cl)c(Cl)cc1Cl)NC(=O)Nc1ccc2c(c1)OCCO2	12%	12%[50 µM]	4%	-18%	0%	7%	1.5%	8%	-1.8%
Cc1cccc(N(C(=O)c2snc(C(N)=O)c2N)C(C(=O)NC2CCCC2)c2ccc(C)o2)c1 (centres undefined)	12%	0.2%	0%	-4%	-4%	10%	1.5%	5%	-0.3%
O=[N+]([O-])c1ccc(Cl)cc1N1CCCCC1	-1%	0.1%	-3%	-3%	-13%	3%	0.8%	6%	-1.7%
Cc1ccc(CNC(=O)CCCn2c(=O)c3ccccc3n(CC(=O)NCc3ccco3)c2=O)cc1	-3%	-0.1%	0%	-9%	-4%	-5%	3.9%	-3%	5.1%
Cn1c(=S)[nH]c2c(c1=O)C(C)(C)Cc1ccccc1-2	5%	1.1%	24%	-2%	-3%	4%	0.1%	-1%	-3.1%
O=C(C1CCC1)N1CCN(S(=O)(=O)c2cccc(F)c2)CC1	8%	1.1%[50 µM]	21%	/	-3%	-2%	0.5%	/	/
CNC(=O)CCn1nc(-c2ccc(C)cc2)c2ccccc2c1=O	4%	0.8%[50 µM]	2%	-4%	-5%	5%	0.8%	2%	-0.6%
O=C(Nc1ccc(N2CCCC2)cc1)c1cc2ccccc2o1	16%	0.1%	3%	7%	-14%	24%	7.9%	9%	-4.9%
CCOC(=O)C1CCCN(C(=S)Nc2cc(C)cc(C)c2)C1 (centres undefined)	7%	0.1%	-3%	10%	-3%	-3%	1.6%	-4%	-1.0%

Next section.
SMILES	MgcRacGAP inhibition	UTI89 phage lysis	SV40 large T antigen	GPR35 arrestin U2OS	NS5 inhibitors	PhoP inhibition	RSV antiviral HEp-2	GPR55 antagonists	HIV peptide binding	others
COc1ccc(CCNC(=O)C2CCC(=O)N2S(=O)(=O)c2ccc(C)cc2)cc1 (centres undefined)	9%	0.2%	5%	-5%	-1%	-3%	1.1%	11%	1.3%
Nc1nonc1NC(=O)CSc1nc2ccccc2s1	7%	0.0%	4%	-11%	-15%	0%	1.4%	-6%	-0.8%
CCSCc1nc(N)nc(NCCc2ccccc2)n1	14%	0.3%	16%	6%	-3%	1%	1.5%	1%	-1.1%
COc1ccc(C2C=C(Nc3ccccc3)C(=O)N2c2ccccc2)cc1OC (centres undefined)	8%	5.3%	3%	8%	-3%	-3%	0.8%	14%	11%
Cc1cc(C)c(S(=O)(=O)NCc2cccnc2)c(C)c1	3%	0.1%[50 µM]	-2%	13%	-4%	9%	1.1%	12%	-0.7%
CC1CN/C(=C\C(=O)c2ccc(Cl)cc2)C(=O)N1 (centres undefined)	7%	0.0%	5%	-14%	-3%	-8%	0.5%	-17%	-0.6%
O=[N+]([O-])c1nn(-c2ccccc2)[n+]([O-])c1N1CCN(c2ccccc2)CC1	2%	0.3%	24%	13%	1%	-2%	-0.5%	7%	-1.1%
CN(c1ccccc1C(=O)Nc1ccc(S(=O)(=O)N2CCOCC2)cc1)S(=O)(=O)c1ccccc1	4%	7.7%	1%	5%	2%	3%	7.1%	10%	-0.9%
Cc1ccc(CNC(=O)CCCc2cn(C)c3ccccc23)cc1	5%	0.0%	11%	0%	-3%	1%	1.7%	15%	-1.9%
Cc1c(C(N)=O)c(N)c(C(=O)c2ccccc2)n1-c1ccccc1	9%	0.2%	1%	-18%	-3%	13%	-0.2%	2%	19%
Cc1cc(N2CCCCC2)ccc1[N+](=O)[O-]	10%	1.5%	10%	-4%	1%	2%	11%	-2%	12%
Cc1ccc[n+](CC(=O)Nc2ccc([N+](=O)[O-])cc2Cl)c1	6%	0.3%	3%	20%	1%	11%	1.1%	-14%	-1.3%
COc1ccccc1OCC(=O)NCC1CCCCC1	7%	0.4%	1%	-6%	-4%	-1%	-0.2%	3%	-1.3%	NS5 inhibitors pilot replicate=2.0
Cc1ccc(C(=O)N/C(=C\c2cccc([N+](=O)[O-])c2)C(=O)NCc2ccncc2)cc1	6%	1.4%[50 µM]	9%	6%	-13%	-11%	2.2%	-16%	1.4%
CCCCn1c(N)c(N(CC(C)C)C(=O)c2cc(S(=O)(=O)N3CCCCC3)ccc2C)c(=O)[nH]c1=O	4%	0.7%[50 µM]	18%	/	-7%	-4%	-2.4%	/	/
Cc1ccc(S(=O)(=O)NNC(=O)C2Cc3c(ccc4ccccc34)O2)cc1 (centres undefined)	-7%	-2.3%	15%	1%	-4%	6%	5.7%	11%	-1.4%
NC(=O)CSc1nc(C23CC4CC(CC(C4)C2)C3)nc2ccccc12	-23%	-1.7%	12%	-16%	2%	-9%	3.6%	5%	-1.1%
COc1ccccc1C(CNC(=O)c1cccc(S(=O)(=O)Nc2ccc(F)cc2)c1)N(C)C (centres undefined)	-3%	1.1%[50 µM]	/	/	-5%	/	-1.0%	/	/
O=C(CC1(CC(=O)N2CCOCC2)CCCC1)Nc1ccccc1	5%	1.4%[50 µM]	/	/	1%	/	-0.2%	/	/
CCOc1ccc2c(c1)C(c1ccc(C)o1)=NNC(c1ccncc1)=N2	4%	0.5%	11%	4%	-3%	4%	2.5%	-1%	-0.5%
COc1ccc(F)cc1C(=O)C1CCCN(Cc2cn(C)c3ccccc23)C1 (centres undefined)	8%	-0.4%	/	-14%	-1%	/	-1.1%	0%	-1.2%
CCN(CC)S(=O)(=O)c1ccc2[nH]c(=O)c3ccccc3c2c1	-7%	-1.1%	17%	9%	-3%	1%	3.4%	-2%	11%
Cc1ccc(Nc2ccc([N+](=O)[O-])nc2[N+](=O)[O-])cc1	3%	-2.2%	5%	5%	-1%	10%	-0.2%	17%	2.4%
Cc1cc(C)cc(N(C(C)C(=O)NCCC2=CCCCC2)S(C)(=O)=O)c1 (centres undefined)	-3%	0.1%	18%	-19%	-9%	3%	-0.6%	5%	-2.6%
CCN1C(=O)c2cccc3c(NC(=O)c4cccc(N5C(=O)CCC5=O)c4)ccc1c23	11%	-0.1%	-2%	8%	-3%	1%	0.8%	8%	-1.0%

Further results:
SMILES	MgcRacGAP inhibition	UTI89 phage lysis	SV40 large T antigen	GPR35 arrestin U2OS	NS5 inhibitors	PhoP inhibition	RSV antiviral HEp-2	GPR55 antagonists	HIV peptide binding	others
CCN(CC)C(=O)CN(c1ccc(F)c(Cl)c1)S(C)(=O)=O	8%	0.4%	-1%	-3%	5%	1%	3.6%	9%	0.6%
COc1ccc(-c2nc(SCC(=O)NC3CCCC3)c(-c3ccc(OC)cc3)[nH]2)cc1	6%	-0.1%	23%	1%	-4%	17%	13%	8%	-1.1%
CN(C(=O)CN1C(=O)CCSc2ccc(S(=O)(=O)N3CCCC3)cc21)c1ccccc1	4%	0.1%	7%	-2%	-6%	-9%	/	7%	1.2%
CC1(C)CC(=O)C(C=NCCO)=C(O)C1	-3%	-0.2%	-1%	9%	4%	7%	3.4%	1%	1.6%
COc1cc2c(cc1OC)CN(c1ccc(C(F)(F)F)cn1)CC2	7%	-0.6%	7%	1%	-8%	6%	5.5%	19%	0.4%
CC12COC3(C(=O)Nc4ccc5ccccc5c4)CC1CCC32C (centres undefined)	11%	0.2%	11%	9%	4%	-5%	2.7%	6%	-0.4%
O=c1c2ccccc2ncn1-c1cccc(Cl)c1	6%	0.0%	3%	3%	1%	1%	1.1%	6%	1.4%
O=c1c(-c2nnc(SCc3ccc(Cl)cc3Cl)o2)cccn1Cc1ccccc1	-9%	0.1%	-2%	4%	2%	0%	14%	2%	-1.5%
CCC(CC)c1nnc(NC(=O)c2ccco2)s1	5%	0.4%	28%	17%	-12%	1%	1.5%	8%	-0.9%
